PfHsp90 yeast 2: inhibits growth of yeast expressing Plasmodium falciparum Hsp90 | S. cerevisiae expressing PfHsp90, BacTiter-Glo ATP, 48 h; yeast lacking PDR1 and PDR3 efflux regulators | inhibition, % at 9.4 µM | 310,000 compounds, 0.32% hits | AID 504621;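 active = every replicate shows inhibition above about 80%, whatever the replicate mean, limit read from the data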;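 note: 0% = DMSO neutral controls and 100% = 20 µM radicicol positive controls; yeast relying on Plasmodium falciparum Hsp90 in place of its own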
OPRM1-OPRD1 ag: OPRM1-OPRD1 heterodimerization agonism; activation, % at 9.3 µM; P35372+P41143; cells, luminescence; 340,000 compounds, 0.3% hits; in the data active = activation above about 18%;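 note: 0% = vehicle-treated cells and 100% = reference agonist; values of inactives mirror those of a sister screen read the other way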
Mot1-301 SUMO: SUMOylation pathway inhibition by Mot1-301 growth rescue; S. cerevisiae Mot1-301 growth rescue, ATP luminescence, 38.5C; percent above DMSO median, 100 means doubled; growth rescue, % at 18.8 µM; 320,000 compounds, 1% hits; AID 2716;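 active = every valid replicate shows activation above 250% relative to neutral control wells; inactive = the rest, any valid replicate at or below 250%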;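 note: OY570 slx delta 5 strain wells were the positive control but not used for scaling; some compounds called inactive have numbers as strong as hits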
AddAB inh: less growth of phage-infected E. coli with AddAB; 330,000 compounds, 0.29% hits; E. coli expressing H. pylori AddAB, absorbance growth; AID 435030; inhibition, % at 11.9 µM; in the data active = inhibition above about 12%;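 note: 0% = vehicle wells of infected cells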
Tat export inh: inhibitors of E. coli Tat protein transport | E. coli MC4100 TorA-mCherry Tat export, fluorescence | inhibition, % at 10 µM | AID 488895 | 340,000 compounds, 0.036% hits;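 active = mean replicate inhibition at least 50% and at least half of replicates individually reaching 50%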;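 note: exported cargo escapes ClpAP degradation while cytoplasmic cargo is degraded and loses fluorescence; 0% = median of neutral control wells and 100% = median of NaSCN control wells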
PKA-R2B activ: activators of human PKA-R2B complex; PKA-R2B holoenzyme dissociation, Cy5-IP20 fluorescence polarization; R2B truncated from residue 108, S112A mutant; 0% DMSO only, 100% 113 µM cGMP; P22694+P31323; AID 504700; 340,000 compounds, 0.079% hits; activation, % at 11.4 µM;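 active = activation above a cutoff set at the mean over all compounds plus 3 SD, cut at about 18% in these data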;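 note: higher means more holoenzyme dissociation and a rise in polarization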
Target sequence (P31323 whole entry, looked up, other chains not shown, the tested form may be a part): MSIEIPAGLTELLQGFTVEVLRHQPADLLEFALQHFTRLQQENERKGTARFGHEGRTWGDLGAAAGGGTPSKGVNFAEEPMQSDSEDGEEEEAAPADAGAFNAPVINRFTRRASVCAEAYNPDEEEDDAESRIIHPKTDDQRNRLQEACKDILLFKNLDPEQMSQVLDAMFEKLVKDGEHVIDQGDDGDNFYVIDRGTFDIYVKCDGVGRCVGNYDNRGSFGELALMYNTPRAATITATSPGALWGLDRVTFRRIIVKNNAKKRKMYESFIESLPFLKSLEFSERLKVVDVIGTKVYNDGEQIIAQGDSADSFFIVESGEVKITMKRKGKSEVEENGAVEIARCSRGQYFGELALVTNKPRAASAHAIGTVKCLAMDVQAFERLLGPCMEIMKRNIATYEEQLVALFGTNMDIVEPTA
E coli growth: counter-screen for AddAB inhibitors: E. coli growth inhibition; 330,000 compounds, 0.27% hits; inhibition, % at 11.9 µM; E. coli V3065 growth, OD600 absorbance, 18 h;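 active = inhibition above the campaign's mean inhibition across all tested compounds plus 3 SD, cut at about 9.9% in these data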;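 note: uninfected addAB+ strain grown without phage in ampicillin broth; 0% = DMSO wells and 100% = ciprofloxacin 0.95 µg/ml wells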
phage Ecoli inh: E. coli growth loss with phage present; inhibition, % at 11.9 µM; growth absorbance; 360,000 compounds, 0.26% hits; AID 651602; in the data active = inhibition above about 11%
MOR-DOR inv ag: mu-delta opioid heterodimer inverse agonism; inhibition, % at 9.3 µM; P35372+P41143; 340,000 compounds, 0.21% hits; cell-based MOR-DOR heterodimer luminescence; in the data active = inhibition above about 22%, passing the limit was not always enough;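 note: 0% = cells with DMSO and 100% = wells without cells with DMSO; values of inactives mirror those of a sister screen read the other way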
HTR5A inv ag: counter-screen for OPRM1-OPRD1 inverse agonists: human HTR5A inverse agonism | P47898 | inhibition, % at 9.3 µM | 340,000 compounds, 0.083% hits | HTR5A cell line, luminescence; in the data active = inhibition mostly above about 23%, no sharp cut-off; inactive = mostly below about 18%;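 note: 0% = cells with DMSO and 100% = no-cell wells with DMSO; some compounds called inactive have numbers as strong as hits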
Target sequence (P47898 whole entry, looked up): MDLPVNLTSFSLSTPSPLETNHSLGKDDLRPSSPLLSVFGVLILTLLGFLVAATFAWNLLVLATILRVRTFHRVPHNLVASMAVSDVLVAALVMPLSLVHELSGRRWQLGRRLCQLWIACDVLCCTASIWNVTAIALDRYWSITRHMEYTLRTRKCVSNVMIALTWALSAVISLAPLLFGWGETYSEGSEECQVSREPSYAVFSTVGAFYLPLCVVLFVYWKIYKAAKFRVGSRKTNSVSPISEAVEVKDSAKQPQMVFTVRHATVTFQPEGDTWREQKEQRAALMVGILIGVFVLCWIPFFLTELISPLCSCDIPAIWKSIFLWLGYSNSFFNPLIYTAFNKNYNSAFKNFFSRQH
PKA-R1A act: activators of PKA-R1A complex | activation, % at 11.4 µM | 340,000 compounds, 0.083% hits | P00514+P68181 | PKA-R1A dissociation, Cy5-IP20 fluorescence polarization; scaled: DMSO 0%, 113 µM cGMP 100%;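 active = percent activation above the mean of all tested compounds plus 3 SD, cut at about 19% in these data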;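 note: higher means more PKAc released from R1A so a rise in polarization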
Starred values were filed as active, the others as inactive; / = no result given; + = active, no number. No enrichment for hits; any-hit rate near 2.2%.

SMILES	PfHsp90 yeast 2	OPRM1-OPRD1 ag	Mot1-301 SUMO	AddAB inh	Tat export inh	PKA-R2B activ	E coli growth	phage Ecoli inh	MOR-DOR inv ag	HTR5A inv ag	PKA-R1A act
CCOC(=O)c1ccc2c(c1)nc(-c1ccccn1)n2CC	-34	4.4	5	4.7	6	-5	2.3	1.6	-35	-4	2
COc1ccc(Cn2cccc(NC(=O)Nc3cccc(C#N)c3)c2=O)cc1	-9	0.4	5	1.2	4	4	-1.8	2.0	-2	2	7
CCc1ccccc1Nc1nc(N)nc(COC(=O)CCS(=O)(=O)c2ccccc2)n1	/	-2.9	8	-1.9	-3	-13	-0.2	1.3	16	10	-11
OCC1(Cc2ccccc2)CCN(Cc2ccccn2)CC1	-9	-0.4	-9	1.4	2	7	-0.1	2.6	2	21	-1
N#Cc1cnc(SCC(=O)c2ccccc2)nc1N	/	-1.0	-11	2.6	4	-10	1.2	4.2	6	13	-13
COc1ccc(CNc2ncc(-c3ccc(Br)cc3)n2C)cc1OC	9	-1.7	/	/	2	1	/	3.8	8	1	-6
O=C(NCc1ccccc1)c1cccc(COc2ccc(Cl)cc2)c1	-16	-0.6	+	2.8	-5	13	4.4	4.5	3	17	5
N#C/C(=C\c1cc([N+](=O)[O-])ccc1Cl)C(N)=O	/	-2.4	2	0.7	-3	-2	-2.2	-2.5	12	-12	0
C[C@H]1CCC(=O)N([C@H](CN=[N+]=[N-])Cc2ccccc2)CC1	-7	-1.8	8	1.3	-3	-9	0.4	0.8	9	-1	8
CN1CCN(NC(=S)NC(C)(C)CC(C)(C)C)CC1	5	0.8	-3	0.9	6	1	1.7	1.8	-4	-16	-17
COc1cc(C(=O)Nc2cc(Cl)ccc2-n2cncn2)ccc1OC(F)F	7	1.1	-3	3.0	1	2	-0.7	-2.4	-7	-5	3
Cc1ccc2c(Cl)cc(Cl)c(OCC(=O)NC(=O)NCc3ccco3)c2n1	-15	-0.6	-1	1.4	3	-9	-2.9	-0.6	4	-1	-13
O=C(COC(=O)C1CCN(c2ccc(C(F)(F)F)cn2)CC1)NCc1cccc(Cl)c1	-23	4.7	/	/	17	-15	/	1.2	-25	-10	2
COCCN(Cc1cn(C)nc1-c1ccccc1F)C(C)C	-45	-1.0	194	5.1	37	-8	-0.6	4.2	5	-3	-10
Cc1ccccc1CSc1nnc(-c2cccs2)n1Cc1ccco1	-5	-2.8	383	2.9	-2	2	0.2	3.1	15	2	-11
CCC(=O)N1CCN(c2ccccc2NC(=O)c2ccc(-c3cccc([N+](=O)[O-])c3)o2)CC1	21	1.4	9	4.2	-1	-7	-0.6	5.4	-7	-30	-10
Cc1ccc(-c2csc3ncnc(N4CCN(C(=O)c5ccccc5)CC4)c23)cc1	1	-1.6	-10	1.4	12	-12	1.3	4.5	10	-8	-5
Cn1cc(CCC(=O)NCc2ccc3c(c2)OCO3)c2ccccc21	6	-1.5	-1	0.9	-4	2	3.5	1.4	8	25	8
O=C(N/N=C/c1ccoc1)c1ccc(Cl)cc1Cl	-2	1.4	-11	-2.2	0	1	-0.6	3.4	-7	7	-2
CCOC(=O)c1cn(CC)c2cc(N3CCSCC3)c(F)cc2c1=O	-6	1.2	4	75*	38	-6	83*	7.2	-7	7	0
CC(NCCN(C)C)C(=O)C12CC3CC(CC(C3)C1)C2 (stereo not drawn)	32	-2.2	-39	3.1	-13	1	-4.2	-0.9	11	-6	-2
CC1=NN(CCc2ccccn2)C(=O)CC1	11	-1.4	-7	2.0	-9	-7	1.1	0.0	7	-22	-4
CCOc1ccccc1NC(=O)C(OC(=O)c1ccc(NC(=O)CC#N)cc1)c1ccccc1 (stereo not drawn)	-44	-2.7	5	-0.2	6	-22	-1.1	3.4	14	15	-18
OCCN(CCO)c1ncnc2c1sc1nc(N3CCOCC3)c3c(c12)CCCC3	-8	-1.2	508	-2.7	7	-2	-1.0	2.2	6	8	-9
Cc1nc2scc(C)n2c(=O)c1S(=O)(=O)N1CCN(c2ccc([N+](=O)[O-])cc2)CC1	0	-1.1	-1	3.4	6	1	-0.5	0.5	5	-20	-6
O=S(=O)(CCN(CCS(=O)(=O)C(F)(F)F)CC1CCCO1)C(F)(F)F (stereo not drawn)	-15	-2.0	150	0.3	-8	1	-0.7	0.2	11	-2	5
CC(OC(=O)c1ccc(O)cc1)C(=O)Nc1nc(-c2ccccc2)cs1 (stereo not drawn)	/	1.2	3	1.3	3	-3	5.1	2.2	-5	-12	-4
CN1CCc2nc3ccccc3c(C(=O)OCC(=O)N(CCC#N)c3ccccc3)c2C1	/	-1.1	-2	-0.2	-6	-5	-1.4	0.2	6	4	-15
O=C(COC(=O)c1cc(=O)c2ccccc2o1)Nc1cc(Cl)ccc1Cl	-14	-0.1	-5	1.9	5	-1	0.9	2.3	1	0	7
Fc1cc2ncn(Cc3ccccc3)c2cc1F	-22	-1.5	-9	-1.9	-4	-4	1.0	6.0	8	0	0
COC(=O)[C@H](Cc1c[nH]c2ccccc12)NC(=O)NCc1ccccc1	-10	-2.1	-1	0.4	-13	-8	-1.3	1.0	11	-3	1
O=C(COC(=O)Cc1cccs1)Nc1ccc(OC(F)(F)F)cc1	0	0.8	31	2.9	5	1	0.9	3.2	-5	10	-2
O=C(Nc1ccc(F)cc1)C1CC(=O)n2cnnc2N1 (stereo not drawn)	-46	-2.5	-2	0.7	-3	1	1.3	1.1	12	5	-3
COCCN=C1N[C@@H](c2cccc(C(F)(F)F)c2)C(C(=O)OC)=C(C)N1Cc1ccccc1	9	-0.9	-5	1.8	5	-3	-1.5	2.2	5	-7	-4
CC1CCN(C(=O)CSc2nnc(CNC(=O)c3ccc(F)cc3)o2)CC1	24	-2.6	-6	4.8	-10	4	-0.4	1.4	15	5	-7
CCSc1ccc(C(=O)NCC(=O)O)cc1	-13	-3.7	130	1.1	-2	12	-0.4	1.9	19	-3	-5
CCCC(c1nnnn1C(C)(C)CC)N(Cc1ccco1)Cc1cc2ccc(OC)cc2[nH]c1=O (stereo not drawn)	-9	2.9	/	/	27	4	/	2.3	-13	1	-7
COCCNC(=O)CSc1n[nH]c(=O)n1CCc1ccccc1	0	-1.4	-5	1.0	1	0	-1.7	-1.6	7	5	-5
COc1ccc(C(=O)Nc2nnc(C(F)(F)F)s2)cc1	-5	0.2	496	1.4	7	-3	1.3	2.3	-1	-21	-5
Cc1cc(C(=O)NCc2cccs2)cs1	12	-1.1	11	3.0	-10	-6	2.0	/	6	15	-3

Gathered by group, those above with a nitro group on carbon (three)
SMILES	PfHsp90 yeast 2	OPRM1-OPRD1 ag	Mot1-301 SUMO	AddAB inh	Tat export inh	PKA-R2B activ	E coli growth	phage Ecoli inh	MOR-DOR inv ag	HTR5A inv ag	PKA-R1A act
N#C/C(=C\c1cc([N+](=O)[O-])ccc1Cl)C(N)=O	/	-2.4	2	0.7	-3	-2	-2.2	-2.5	12	-12	0
CCC(=O)N1CCN(c2ccccc2NC(=O)c2ccc(-c3cccc([N+](=O)[O-])c3)o2)CC1	21	1.4	9	4.2	-1	-7	-0.6	5.4	-7	-30	-10
Cc1nc2scc(C)n2c(=O)c1S(=O)(=O)N1CCN(c2ccc([N+](=O)[O-])cc2)CC1	0	-1.1	-1	3.4	6	1	-0.5	0.5	5	-20	-6

(continued)
SMILES	PfHsp90 yeast 2	OPRM1-OPRD1 ag	Mot1-301 SUMO	AddAB inh	Tat export inh	PKA-R2B activ	E coli growth	phage Ecoli inh	MOR-DOR inv ag	HTR5A inv ag	PKA-R1A act
Cc1ccc(NC(=O)c2nnn(-c3cc(C)cc(C)c3)c2N)cc1	/	2.5	-28	2.9	13	-10	3.4	2.8	-15	-20	-2
CN(C(=O)Nc1ccccc1)C1CCS(=O)(=O)C1 (stereo not drawn)	-8	-2.3	-1	1.9	-2	-6	0.0	0.8	10	13	4
O=C1COc2ccc(C(=O)COC(=O)CCOc3ccccc3)cc2N1	/	-0.9	3	0.5	-6	-1	-2.1	0.3	4	-14	-6
O=[N+]([O-])c1cc(Cl)cc(/C=N/NC(=S)Nc2cc(S(=O)(=O)N3CCOCC3)ccc2Cl)c1O	7	-3.3	-6	1.0	-1	0	4.0	2.9	17	9	-4
CN(C)/C=C(/C#N)C(=O)c1cccc(Oc2ccc(C(C)(C)C)cc2)c1	12	-0.5	21	1.7	9	2	-1.0	3.1	3	-8	-1
O/N=C/c1ccnc(SCc2ccccc2)n1	-33	-0.7	21	2.3	3	4	0.4	1.3	3	-13	0
COc1ccc(/C=c2\s/c(=C\C(=O)C(C)(C)C)[nH]c2=O)cc1O	-13	-2.1	-12	1.3	13	-8	1.0	1.8	11	6	0
CCCC(=O)N1CCC(O)(c2cccc(F)c2)CC1	/	-0.8	1	5.7	-1	0	-0.7	1.2	4	-19	6
COc1ccc(NC(=O)c2cccc(S(=O)(=O)N3CCc4ccccc43)c2)cn1	/	1.5	-7	-0.1	1	2	1.0	1.7	-7	12	-8
COC(=O)c1ccc(N2CCN(C(=O)C3CC3)CC2)c([N+](=O)[O-])c1	7	-1.8	-9	3.2	-2	-6	-2.5	3.2	10	1	-8
O=C(Nc1cccn2ncnc12)c1ccc(Cl)cc1	-20	-2.1	19	-3.7	17	-6	-4.3	1.1	10	14	-10
O=C(Nc1ccccn1)c1nc(-c2ccccc2)n(-c2ccccc2)n1	25	-2.6	1	-0.2	1	2	0.8	2.9	16	-12	3
N/C(=N\OCc1ccccc1)c1nonc1N	-4	-1.5	73	1.2	-3	2	-2.4	-0.6	8	-27	-6
O=C(Nc1ccccc1C(=O)Nc1cccnc1)c1ccccc1	15	-2.0	-15	5.6	-2	2	0.8	0.9	11	-6	-5
Cc1ccc(C)c(COC(=O)CCN=C2NS(=O)(=O)c3ccccc32)c1	8	-2.8	-19	1.4	5	1	0.6	0.8	15	-2	-5
COc1cc(CCC(=O)N2CCN(c3ncccn3)CC2)cc(OC)c1OC	-7	/	-8	1.5	-1	/	-0.2	4.6	/	/	/
O=C(CN1CCOCC1)N/N=C/c1cccc2ccccc12	-18	-2.3	200	5.5	1	-4	0.3	2.4	11	-13	-4
CC(Oc1ccc(C#N)cc1)C(=O)N1CC=C(c2ccccc2)CC1 (stereo not drawn)	0	-3.2	16	-1.9	-3	-7	-0.1	2.9	17	-5	-2
CCC(C)NC(=O)c1[nH]c(C)c(C(=O)OC)c1C (stereo not drawn)	18	-1.4	-12	1.2	-1	-6	-0.1	1.3	7	9	-16
COc1ccc(C(=O)N2CCN(c3nc4cc(C)ccc4cc3C#N)CC2)c(OC)c1	-11	0.6	/	-1.0	16	-10	-2.1	3.2	-4	-15	2
CCOC(=O)c1ccc(-c2ccc(-c3cc(=O)oc4cc(OC)c(OC)c(OC)c34)cc2)cc1	5	-2.7	/	-1.5	-5	-4	0.0	1.2	13	-16	-11
CCN(CC)S(=O)(=O)c1cccc(C(=O)NCCc2ccccc2)c1	/	-1.8	16	-2.0	3	14	-3.0	0.6	11	-6	-1
O=C(c1cc(C2CC2)nn1-c1ccccc1)N1CCN(c2ccccn2)CC1	-23	-1.8	/	/	-3	5	/	2.4	9	11	-9

Source: PubChem
